bIAP act: bovine intestinal alkaline phosphatase activators, primary screen, biochemical, bovine IAP, CDP-star luminescence. alkaline phosphatase, intestinal [Bos taurus]. purified bovine IAP, 30 min; hits give high values; fold of DMSO-control signal, blank-subtracted. activation factor at 20 µM. 200,000 compounds, 0.17% hits. AID 1016, 2008;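 active means activation factor of 2 or more at 20 µM, a signal rise over negative controls twice the positive control's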
TNAP act hi DEA: TNAP activators at high phosphate acceptor level, primary screen, biochemical, luminescence, uHTS; Alkaline phosphatase, tissue-nonspecific isozyme (Homo sapiens), P05186; purified TNAP, CDP-star luminescence, 1 M DEA, 30 min; hits give high values; 0 = EDTA background, 1 = DMSO-only activity; activation factor at 20 µM; 200,000 tested, under 10 active; AID 1136, 2008;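 active means activation factor at least 2 at 20 µM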
Target sequence (P05186 whole entry, looked up): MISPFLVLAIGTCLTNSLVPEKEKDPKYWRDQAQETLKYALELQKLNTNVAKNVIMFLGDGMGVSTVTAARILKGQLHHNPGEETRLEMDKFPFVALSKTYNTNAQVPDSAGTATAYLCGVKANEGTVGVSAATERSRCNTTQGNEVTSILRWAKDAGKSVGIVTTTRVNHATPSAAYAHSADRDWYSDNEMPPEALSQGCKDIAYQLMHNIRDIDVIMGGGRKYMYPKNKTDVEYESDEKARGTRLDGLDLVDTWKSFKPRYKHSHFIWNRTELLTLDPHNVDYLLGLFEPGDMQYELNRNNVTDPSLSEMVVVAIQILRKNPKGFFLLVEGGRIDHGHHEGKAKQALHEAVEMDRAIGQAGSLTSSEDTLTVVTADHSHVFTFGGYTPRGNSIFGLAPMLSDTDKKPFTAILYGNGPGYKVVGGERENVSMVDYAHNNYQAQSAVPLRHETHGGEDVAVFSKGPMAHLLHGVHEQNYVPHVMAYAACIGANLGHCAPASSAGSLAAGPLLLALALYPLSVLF
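Dosing: 20 µM single point. System: human TNAP. Amount: TNAP 1/800 final. Incubation: 30 min, room temperature. Read-out: TNAP activation factor scaled between EDTA and DMSO control wells. Signal: luminescence from CDP-star hydrolysis. Medium: 1 M DEA, pH 9.8, Mg2+, Zn2+. Control set: EDTA negative control, DMSO positive control.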
STAT3 activator: IL-6 driven STAT3 reporter potentiators, primary screen, U3A cells, luciferase, luminescence, MLSCN library | AID 871, 2007 | IL-6 STAT3-luciferase reporter; 100% = signal with IL-6 EC80 alone | activation (% of control), % at 5.6 µM | 190,000 compounds, 0.91% hits;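 active means activation above the screen-wide mean of compound activation plus 3 SD, cut at about 130% in these data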;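 further: 0% = background luminescence of wells with medium and substrate only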
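Material: STAT3-luciferase reporter U3A cells. Controls: IL-6-treated wells, 100% activation. Read-out: % activation versus median of IL-6-stimulated wells. Probe or stimulus: IL-6 stimulus at 33 ng/mL final. Timing: compound 1 h, then IL-6 6 h at 37 °C. Signal: reporter luminescence signal.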
PPARg SRC-2 ag: agonists of PPARg-SRC-2 recruitment, primary screen, biochemical, HTS; AID 1032, 2008; Peroxisome proliferator-activated receptor gamma (Homo sapiens), P37231; activation, % at 8 µM; PPARgamma LBD-SRC-2 recruitment; 200,000 compounds, 0.34% hits; in the data active means activation above about 22%;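 further: 0% = vehicle and 100% = reference agonist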
Target sequence (P37231 whole entry, looked up, the tested form may be a part): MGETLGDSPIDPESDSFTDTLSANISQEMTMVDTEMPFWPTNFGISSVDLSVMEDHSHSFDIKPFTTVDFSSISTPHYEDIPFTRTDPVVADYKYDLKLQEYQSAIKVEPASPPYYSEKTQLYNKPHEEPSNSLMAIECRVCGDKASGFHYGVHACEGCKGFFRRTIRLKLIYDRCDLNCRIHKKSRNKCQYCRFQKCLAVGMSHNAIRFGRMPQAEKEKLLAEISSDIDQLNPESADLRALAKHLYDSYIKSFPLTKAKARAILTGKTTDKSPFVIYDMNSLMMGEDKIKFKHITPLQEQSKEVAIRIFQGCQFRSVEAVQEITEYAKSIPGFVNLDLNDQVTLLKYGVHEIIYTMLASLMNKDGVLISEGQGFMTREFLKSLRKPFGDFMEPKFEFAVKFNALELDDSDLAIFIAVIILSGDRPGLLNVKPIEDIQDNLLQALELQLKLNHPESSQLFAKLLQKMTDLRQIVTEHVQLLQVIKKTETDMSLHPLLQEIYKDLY
bIAP inh: bovine intestinal alkaline phosphatase inhibitors, primary screen, selectivity assay for TNAP inhibitor project, biochemical, bovine IAP, CDP-star luminescence; alkaline phosphatase, intestinal [Bos taurus]; purified bovine IAP, 30 min; inhibition, % at 20 µM; 190,000 tested, under 10 active; AID 1019, 2008;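 active means over 50% inhibition of intestinal alkaline phosphatase at 20 µM in the single-dose screen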
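System: Purified bovine intestinal alkaline phosphatase (IAP) enzyme | Input: IAP diluted 1/65,000,000 in the well | Also added: CDP-star chemiluminescent phosphatase substrate, 30 µM final | Dosing: 20 µM single dose | Times: Enzyme reaction for 30 min at room temperature | Detection: Luminescence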
STAT1 inh: STAT1 signaling inhibitors, primary screen, cell-based, HTS, luciferase reporter; 200,000 compounds, 0.35% hits; inhibition, % at 5.5 µM; AID 920, 2007; NIH 3T3 STAT1-luciferase reporter, IFN-gamma, luminescence;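 active means inhibition above a set limit, the mean inhibition across all tested compounds plus 3 SD, cut at about 34% in these data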;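 further: 0% = IFN-gamma with DMSO and 100% = IFN-gamma with 300 µM nifuroxazide; values of inactives mirror those of a sister screen read the other way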
ROMK primary: ROMK potassium channel modulators, primary screen, cell-based, thallium flux, MLSMR library; 130,000 compounds, 2% hits; ATP-sensitive inward rectifier potassium channel 1 (Homo sapiens), P48048; Tet-inducible ROMK, thallium flux fluorescence; actives lie on both sides; B-score at 10 µM;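 active means signal ratio slope over the read window, or its plate-corrected B-score, at least 3 SD from the plate mean, either direction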;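 further: B-score of the F/F0 ratio slope over 7 to 12 s after thallium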
PPARg SRC-1 ag: PPARgamma agonists recruiting SRC-1 coactivator, primary screen, biochemical. Peroxisome proliferator-activated receptor gamma (Homo sapiens), P37231. PPARgamma-SRC-1 coactivator recruitment biochemical assay. activation, % at 8 µM. 200,000 compounds, 0.41% hits; in the data active means activation above about 19%;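 further: 0% = DMSO and 100% = reference agonist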
STAT3 inh: IL-6 driven STAT3 reporter inhibitors, primary screen, U3A cells, luciferase, luminescence, MLSCN library | inhibition, % at 5.5 µM | 190,000 compounds, 0.89% hits | IL-6 STAT3-luciferase reporter; host cell line lacks STAT1;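 active means inhibition above the mean inhibition across all screened compounds plus 3 SD, cut at about 44% in these data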;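 further: 0% = DMSO only wells and 100% = 100 µM nifuroxazide control wells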
PPARg SRC3 recr: PPARgamma agonists recruiting SRC-3 coactivator, primary screen, biochemical | Peroxisome proliferator-activated receptor gamma (Homo sapiens), P37231 | biochemical PPARgamma/SRC-3 coactivator recruitment assay | activation, % at 8 µM | 200,000 compounds, 0.26% hits | AID 731, 2007; in the data active means activation above about 23%;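 further: 0% = DMSO and 100% = reference agonist; some compounds past the cut are filed as inactive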
TR-FRET SRC-2 ct: TR-FRET signal artefacts, primary screen, artefact control for PPARgamma SRC-2 agonist project, biochemical | 200,000 compounds, 0.4% hits | TR-FRET ratio at 8 µM | TR-FRET artefact counter-screen; hits give high values; in the data active means TR-FRET ratio above about 2000; further: inactives centre near 1500
An asterisk follows results filed as active; nt = not tested or not shown.

SMILES	bIAP act	TNAP act hi DEA	STAT3 activator	PPARg SRC-2 ag	bIAP inh	STAT1 inh	ROMK primary	PPARg SRC-1 ag	STAT3 inh	PPARg SRC3 recr	TR-FRET SRC-2 ct
COc1cc(OC)c(OC)cc1/C=N/NC(=O)c1cnccn1	0.8	1.1	100	3	16	2	-0.00073	2	2	3	1512
CCC(C)NC(=O)C1CC(c2cccc(OC)c2)=NO1 (centres undefined)	0.9	1.1	106	2	11	0	0.85	2	-4	0	1496
CCOCCCNC(=O)/C(C#N)=C/c1ccc(Cl)c([N+](=O)[O-])c1	1	1	102	11	-2	11	-4.2*	16	4	30*	1826
CC(C)CC(=O)Nc1ccccc1N1CCN(c2ccccc2)CC1	1	1.1	89	6	-1	0	nt	-3	14	-4	1549
COc1ccc(N2CCN(C(=O)C(C)(C)Oc3ccc(Cl)cc3)CC2)cc1	1.1	1	94	1	-13	2	nt	-2	13	8	1430
Nc1nc(N)nc(-c2ccccc2)n1	1	1.1	97	-5	4	-1	nt	1	8	-3	1488
CCOc1ccc(C2Nc3ccc4ccccc4c3-c3c2c(=O)oc2ccccc32)cc1 (centres undefined)	1.7	1.1	115	-3	-70	1	0.65	-3	-20	5	1384
CN1CCC(NC(=O)Nc2cccc(C(F)(F)F)c2)CC1	1	1.1	104	1	0	1	-0.43	-3	7	-4	1423
CC(C)CC1C(C#N)=C(N)Oc2n[nH]c(-c3cccs3)c21 (centres undefined)	0.9	1	97	11	12	11	-0.00073	2	7	6	1629
COc1cc(NC(=S)Nc2ncccc2C)cc(OC)c1OC	1.2	1	88	0	-22	-10	0.056	7	21	-1	1431
CCCC(c1c(C)n(C)n(-c2ccccc2)c1=O)c1c(C)n(C)n(-c2ccccc2)c1=O	1	1.1	105	0	4	-4	-0.86	-10	2	-1	1448
CC(=O)N1CCN(CCN=CC2=C(O)CC(c3cccs3)CC2=O)CC1 (centres undefined)	0.9	1	102	7	6	4	nt	6	4	4	1535
Cc1cccc(NC(=O)CSc2nc3c(c(=O)[nH]2)CCC3)c1C	1	0.9	96	9	-2	-3	nt	3	-1	-3	1599
O=[N+]([O-])c1ccc(CSc2nnc(-c3cnccn3)o2)cc1	0.9	1	104	-6	13	-8	-0.32	3	-9	0	1536
O=C(Nc1cccc(F)c1)c1ccc(Cn2cc([N+](=O)[O-])cn2)o1	0.9	1	90	-2	13	18	nt	2	14	3	1548
O=C(/C=C/c1c(F)cccc1Cl)Nc1nn[nH]n1	1.1	1	105	0	-12	-2	-0.8	6	-2	3	1509
O=S(=O)(CCSc1ccccn1)c1nc2ccccc2s1	0.7	1	108	6	28	8	nt	1	-7	12	1579
O=c1cc(N2CCC(Cc3ccccc3)CC2)[nH]c(=O)n1C1CCCCC1	1	1	97	0	4	4	0.55	1	6	-3	1499
CCOc1cc(N2CCOCC2)c(OCC)cc1NC(=O)CSc1nccc(C)n1	1.1	1	100	2	-10	8	0.44	4	4	7	1661
CCOCCCNC(=O)C1CCCCN1S(=O)(=O)c1ccc(F)cc1 (centres undefined)	1	1	95	2	3	-1	0.28	-4	6	-1	1436
COc1ccc2c(CC(=O)OCC(=O)c3ccccc3OC)coc2c1	0.8	1.1	85	11	24	9	0.81	6	22	14	1447
CNCCOCC(O)CSc1ccccc1 (centres undefined)	1	1	106	1	4	2	0.44	2	2	2	1385
CCSCCOC(=O)C1=C(C)NC(=O)NC1c1cc(OC)ccc1OC (centres undefined)	0.9	1	103	-2	7	0	nt	0	2	1	1468
Cc1onc(-c2ccccc2Cl)c1C(=O)OCC(=O)c1ccc2c(c1)OCCO2	0.9	1	97	8	7	5	nt	12	7	6	1520
Cn1c(=O)[nH]c(=O)c2c1nc(N1CCC(Cc3ccccc3)CC1)n2Cc1ccccc1	1.1	1.1	102	-4	-15	-3	nt	1	7	-4	1522

Sorted by heavy-atom count (highest first): nine of the compounds above.
SMILES	bIAP act	TNAP act hi DEA	STAT3 activator	PPARg SRC-2 ag	bIAP inh	STAT1 inh	ROMK primary	PPARg SRC-1 ag	STAT3 inh	PPARg SRC3 recr	TR-FRET SRC-2 ct
CCCC(c1c(C)n(C)n(-c2ccccc2)c1=O)c1c(C)n(C)n(-c2ccccc2)c1=O	1	1.1	105	0	4	-4	-0.86	-10	2	-1	1448
CCOc1cc(N2CCOCC2)c(OCC)cc1NC(=O)CSc1nccc(C)n1	1.1	1	100	2	-10	8	0.44	4	4	7	1661
Cc1onc(-c2ccccc2Cl)c1C(=O)OCC(=O)c1ccc2c(c1)OCCO2	0.9	1	97	8	7	5	nt	12	7	6	1520
CCSCCOC(=O)C1=C(C)NC(=O)NC1c1cc(OC)ccc1OC (centres undefined)	0.9	1	103	-2	7	0	nt	0	2	1	1468
CCOCCCNC(=O)C1CCCCN1S(=O)(=O)c1ccc(F)cc1 (centres undefined)	1	1	95	2	3	-1	0.28	-4	6	-1	1436
O=C(Nc1cccc(F)c1)c1ccc(Cn2cc([N+](=O)[O-])cn2)o1	0.9	1	90	-2	13	18	nt	2	14	3	1548
COc1cc(NC(=S)Nc2ncccc2C)cc(OC)c1OC	1.2	1	88	0	-22	-10	0.056	7	21	-1	1431
O=S(=O)(CCSc1ccccn1)c1nc2ccccc2s1	0.7	1	108	6	28	8	nt	1	-7	12	1579
CCC(C)NC(=O)C1CC(c2cccc(OC)c2)=NO1 (centres undefined)	0.9	1.1	106	2	11	0	0.85	2	-4	0	1496

The listing continues:
SMILES	bIAP act	TNAP act hi DEA	STAT3 activator	PPARg SRC-2 ag	bIAP inh	STAT1 inh	ROMK primary	PPARg SRC-1 ag	STAT3 inh	PPARg SRC3 recr	TR-FRET SRC-2 ct
COc1ccc(C2CC(c3ccc4ccccc4c3)=NN2C(=O)CNC2CCCCC2)cc1 (centres undefined)	0.9	1	101	2	9	2	-1.6	4	1	-2	1533
CSCCC(=O)N1C(C)CCCC1C(=O)O (centres undefined)	1	1	90	3	-3	-4	nt	0	14	-1	1419
CCN1CCN(c2ccc(NC(=O)c3cccc(F)c3)cc2Cl)CC1	1	1	112	-7	5	-41	0	-17	-9	1	1406
COc1ccc(NC(=O)CN2C(=O)C(c3ccccc3)=NC23CCCCCC3)cc1OC	0.9	1	105	-2	7	-5	nt	-6	-4	0	1518
CC(=O)NS(=O)(=O)c1ccc(NC(=O)C2C3C=CC(C3)C2C(=O)O)cc1 (centres undefined)	1.1	1.1	100	0	-12	1	0.044	6	3	1	1452
CC(C)(C)c1cc(N)on1	0.5	1	104	5	nt	5	0.67	7	-6	8	1617
Cc1ccc(S(=O)(=O)N(CC(=O)NC2CCCC2)c2cccc(C)c2)cc1	1	1	97	-1	3	-12	-0.53	3	2	-2	1512
COCCNC(=O)C(c1ccc(C)o1)N(Cc1cccs1)C(=O)c1snc(C(N)=O)c1N (centres undefined)	1.1	1	104	9	-5	4	-0.024	2	-2	7	1588
S=c1[nH]nc(-c2ccc(Cl)cc2)n1-c1ccc2c(c1)OCCO2	0.9	1	94	21	12	7	nt	17	10	13	1817
CC1(C)C(=O)NCCN1C(=O)CCC(=O)O	0.9	1	90	9	9	6	-0.41	1	15	9	1629
CCc1nnc(NS(=O)(=O)c2ccc(N3C(=O)c4ccc(C(=O)O)cc4C3=O)cc2)s1	1	1	93	-3	-1	5	0.76	-4	17	4	1692
CC(C)(C)c1ccc(/C=C/C(=O)Nc2ccncc2)cc1	0.8	1	89	-5	25	-18	-0.26	4	11	-3	1427
CC(=O)c1cn(CCC(C)C)c(=O)[nH]c1=O	0.8	1	108	6	22	-5	0.26	3	-4	7	1594
COC(CNC(=O)c1ccc2c(c1)ncn2-c1ccc(F)c(F)c1)OC	1	1	93	-3	-2	-23	0.34	8	10	-1	1681
COc1ccc(N=C(C)C2=C(O)CSC2=O)cc1	0.9	1	111	-7	6	-2	0.23	9	-7	15	1553
O=C(O)COc1ccc(/C=N/NC(=O)COc2nsnc2N2CCOCC2)cc1	1.1	1.1	103	4	-11	-5	-0.0047	4	-2	1	1570
Cn1nc(Oc2nc(N3CCOCC3)nc(N3CCOCC3)n2)ccc1=O	1	1.1	102	6	-1	13	0.043	6	3	0	1346
Cc1csc(SCC(=O)Nc2ccc3c(c2)OCCO3)n1	1	1	93	0	1	-39	0.36	0	13	1	1418
CCOc1nc(NC(=O)NS(=O)(=O)Oc2cccc(Cl)c2)nc(-c2ccccc2)n1	0.9	1	109	-5	9	-12	0.034	-5	-6	-3	1505
CC1(C)CC(=O)C(N=Nc2cc(Cl)c(Cl)c(Cl)c2)=C(O)C1	0.9	1	102	3	10	2	0.28	3	6	-15	1477
CC1(c2ccccc2)CC(C)(C)N(C(=O)CSc2nnc(N)s2)c2ccccc21 (centres undefined)	1.2	1	98	2	-20	8	nt	-3	5	0	1537
O=C(O)C=C1C2CC3CC(C2)CC1C3	0.9	1.1	103	6	12	-5	-0.17	4	1	-6	1734
CS(=O)(=O)N(Cc1ccco1)CC(O)Cn1cc(C=O)c2ccccc21 (centres undefined)	0.9	1	94	2	9	7	nt	2	10	-2	1608
CN1CCC(N2CCCC(C(=O)O)C2)CC1 (centres undefined)	0.9	1	104	0	6	-2	0.28	4	1	5	1532
CCCc1cc(=O)n2[nH]c(C)c(-c3ccccc3)c2n1	1.1	1.1	95	4	-6	1	1	5	12	-2	1556
O=C(COc1ccc(Cl)cc1)N1CCN(C(=O)c2cccs2)CC1	1	1.1	105	11	5	3	nt	3	-5	5	1691
